Screening data as filed in PubChem BioAssay.
USP1-UAF1 inh: USP1/UAF1 (human) deubiquitinase inhibition | recombinant USP1/UAF1, Ub-Rhodamine cleavage fluorescence | Potency, µM (titrated, usually from 57.1 µM), for inactives: at the top dose activity change, negative = inhibition, usual class: inhibitors | 390,000 compounds, 0.23% hits | AID 743255; further: potency means the concentration at half of the fitted maximal effect; on the % scale 0 is the no-effect control and ±100 the full control effect; nearly all actives have a fitted effect of over 60% in size; inactives centre near -12
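USP1/UAF1 complex at 1 nM was preincubated with compound for 15 min at room temperature, then Ub-Rho substrate (150nM final) was added. Fluorescence (480/540 nm) was read kinetically, 6 reads every 60 seconds.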
TrxR1 substrate: is turned over as a substrate by rat TrxR1; O89049; purified TrxR1 substrate turnover, NADPH consumption readout; Potency, µM (highest dose often 114 µM), for inactives: top-dose activity change, negative = substrate turnover; 390,000 compounds, 0.01% hits; AID 588456; further: potency means the concentration at half of the fitted maximal effect; on the % scale 0 is the no-effect control and ±100 the full control effect; nearly all actives have a fitted effect of over 50% in size
Target sequence (O89049 whole entry, looked up): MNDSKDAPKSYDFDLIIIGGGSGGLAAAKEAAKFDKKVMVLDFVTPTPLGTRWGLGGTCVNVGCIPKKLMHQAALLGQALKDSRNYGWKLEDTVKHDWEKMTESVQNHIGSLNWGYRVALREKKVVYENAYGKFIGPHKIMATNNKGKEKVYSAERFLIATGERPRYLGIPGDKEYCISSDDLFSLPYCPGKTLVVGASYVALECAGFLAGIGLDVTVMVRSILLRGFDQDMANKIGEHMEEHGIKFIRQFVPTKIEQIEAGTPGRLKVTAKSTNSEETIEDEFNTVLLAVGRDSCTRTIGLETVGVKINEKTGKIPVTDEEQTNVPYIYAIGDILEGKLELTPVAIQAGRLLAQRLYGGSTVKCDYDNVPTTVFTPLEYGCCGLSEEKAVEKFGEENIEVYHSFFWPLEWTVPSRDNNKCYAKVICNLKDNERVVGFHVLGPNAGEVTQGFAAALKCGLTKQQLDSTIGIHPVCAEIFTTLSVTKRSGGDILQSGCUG
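Rat TrxR1, dispensed at 90 nM, was prereduced with 400 uM NADPH (final) for 5 min at ~22 deg C, then incubated with compound 15 min before 400 uM selenite. A first-read NADPH fluorescence drop versus no-compound background flagged substrates.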
TRHR agonist: TRH receptor (human) agonism | 360,000 compounds, 0.18% hits | TRHR cells, calcium flux fluo-8, FDSS agonist mode | activation, % at 2 µM | P34981; in the data active means activation above about 30%; further: 0% is about no effect
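Steps: seed TRHR cells overnight; add fluo-8 no-wash Ca dye, RT 30 min–1.5 h; record 10 s baseline; pin-transfer compounds; monitor fluorescence 1 cycle/s for the agonist window. Calcium increases flag candidate agonists.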
rTrxR1 inhibitor: inhibitors of rat thioredoxin reductase 1 | 390,000 compounds, 1% hits | recombinant rTrxR1, NADPH fluorescence consumption, selenite substrate | AID 588453 | Potency, µM (series often up to 114 µM), for the others: at the highest dose activity change, negative = inhibition, hits mostly inhibitors | O89049; further: potency means the concentration at half of the fitted maximal effect; on the % scale 0 is the no-effect control and ±100 the full control effect; nearly all actives have a fitted effect of over 65% in size
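Rat TrxR1 (90 nM in the dispensed reagent) was pre-reduced with 400 uM NADPH for 5 min at room temperature, then incubated with compound for 15 min. After 400 uM selenite was added, NADPH fluorescence (Ex 340/Em 450 nm) was followed for 8 min.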
IDH1 R132H inh: blocks human mutant IDH1 R132H enzyme; O75874; IDH1-R132H enzyme, NADPH consumption, diaphorase/resazurin fluorescence; Potency, µM (top dose mostly 76.6 µM), inactives show at the top dose activity change, negative = inhibition, usual class: inhibitors; 390,000 compounds, 0.093% hits; further: potency means the concentration at half of the fitted maximal effect; on the % scale 0 is the no-effect control and ±100 the full control effect; nearly all actives have a fitted effect of over 65% in size
Target sequence (O75874 whole entry R132H, stated change not applied): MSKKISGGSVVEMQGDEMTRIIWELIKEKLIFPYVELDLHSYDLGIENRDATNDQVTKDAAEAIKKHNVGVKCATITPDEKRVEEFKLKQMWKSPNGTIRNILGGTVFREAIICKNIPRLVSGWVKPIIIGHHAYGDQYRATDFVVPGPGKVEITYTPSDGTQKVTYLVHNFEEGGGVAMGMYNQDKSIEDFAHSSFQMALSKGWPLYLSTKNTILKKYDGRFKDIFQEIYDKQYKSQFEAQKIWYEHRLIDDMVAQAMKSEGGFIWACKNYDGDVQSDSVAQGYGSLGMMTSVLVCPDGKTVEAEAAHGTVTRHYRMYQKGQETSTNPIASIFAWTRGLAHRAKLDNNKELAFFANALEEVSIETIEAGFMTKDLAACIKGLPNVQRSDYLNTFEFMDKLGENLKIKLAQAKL
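IDH1-R132H (0.5 ug/mL dispensed) in pH 7.5 Tris buffer was preincubated 30 min with compound, then given a substrate mix of 0.016 mM NADPH and 2 mM alpha-KG for 80 min at room temperature; remaining NADPH was read by diaphorase/resazurin fluorescence.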
Pin1 inhibitor: inhibitors of human Pin1. Q13526. Potency, µM (highest dose often 115 µM), inactives show at the highest dose activity, negative = inhibition, most hits filed as inhibitors. 390,000 compounds, 0.009% hits. Pin1 FP peptide displacement, HiFluor488, 10 min; active means well fitted inhibition curve with a large enough effect in the polarisation, with a control signal flat, not every such curve was filed as active; inconclusive means small, poorly fitted or top-dose-only effect, or effect the other way, or a change in a side signal; inactive means no such curve, though single readings can be large or run the other way; the % refers to the polarisation; further: potency means the concentration at half of the fitted maximal effect; on the % scale 0 is the no-effect control and ±100 the full control effect
Target sequence (Q13526 whole entry, looked up): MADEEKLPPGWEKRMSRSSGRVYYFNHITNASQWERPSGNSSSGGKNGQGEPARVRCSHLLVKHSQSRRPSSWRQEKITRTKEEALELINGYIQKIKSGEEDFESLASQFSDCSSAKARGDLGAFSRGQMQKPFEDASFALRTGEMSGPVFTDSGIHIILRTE
D2 antag: antagonists of human D2 dopamine receptor. P14416. HEK293 TREx D2 cells, calcium flux, dopamine EC80. inhibition, % at 10 µM. 340,000 compounds, 2% hits. AID 485344; in the data active means inhibition above about 30%; further: 0% is about no effect
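HEK293 T-REx D2 cells, tet-induced, calcium dye no-wash. Cpd pintool add, 180 s kinetic, then EC80 DA, 180 s kinetic. Ca flux read.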
D2 agonist: D2 dopamine receptor (human) agonism; HEK293 T-REx D2 cells, calcium flux agonist mode; activation, % at 2 µM; 340,000 compounds, 0.53% hits;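 active means activation over 3 SD above normal in the single-dose calcium agonist read, cut at about 30% in these data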; further: 0% is about no effect
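Tetracycline-induced HEK293 T-REx cells with force-coupled D2 receptor, plated overnight at 30 C, loaded with no-wash calcium dye. After a 10 s baseline, compound was pin-added and calcium flux read kinetically for 180 s; calcium rises flagged agonists.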
TRHR PAM: allosterically enhances the human TRH receptor | P34981 | TRHR cells, fluo-8 calcium fluorescence, EC20 TRH enhancement | enhancement, % at 2 µM | 360,000 compounds, 0.66% hits; in the data active means enhancement above about 30%; further: 0% is about no effect
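TRHR-expressing cells loaded with fluo-8 calcium dye were read kinetically (ex 480/em 530) during compound addition, then stimulated with an EC20 of TRH (10 nM final). Enhancement of the Gq-mediated intracellular calcium response was scored.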
* marks the source's active call; other numbers are inactive results; u = inconclusive; x = no result given; [ ] = dose if it differs, or a comment. Unless noted, the call rests on the fitted dose curve; in most records, active means well fitted inhibition curve with a large enough effect; inconclusive means small, poorly fitted or top-dose-only effect; inactive means no such curve, though single readings can be large or run the other way. Some of the compounds tested; count on the stated rates, not on these rows.

Below each SMILES – USP1-UAF1 inh	TrxR1 substrate	TRHR agonist	rTrxR1 inhibitor	IDH1 R132H inh	Pin1 inhibitor	D2 antag	D2 agonist	TRHR PAM
O=C1c2ccccc2C(=O)N1CSc1nnnn1-c1ccccc1
    -21%	-4%	0.3	-2%	5%	-5%	-10	0.0	-11
Cc1cc(C)nc(NS(=O)(=O)c2ccc(NC(=O)c3cc4c(=O)n5cccc(C)c5nc4n3C)cc2)n1
    -20%	27%	0.5	3%	5%	-15%	-8	0.1	0
COc1ccc(Sc2ccc(/C=C3\C(=O)NN(c4ccccc4)C3=O)o2)cc1
    u	6%	0.1	-16%	-21%	u	-10	5.2	-5
COc1ccc(C(=O)NNC(=O)C(=O)NC(C)c2ccccc2)cc1OC (stereo not given)
    -21%	4%	-0.1	22%	-1%	3%	-15	-0.1	-5
COc1c(C)cc(C(=O)C2CCCN(S(=O)(=O)c3c(C)noc3C)C2)cc1C (stereo not given)
    -21%	2%[57.1 µM]	-1.9	-2%[57.1 µM]	3%	2%	11	-1.4	13
CCNc1nc(Cl)nc(NC2CCCCC2)n1
    -13%	-7%[57.1 µM]	0.2	2%[57.1 µM]	4%	0%	-4	-0.5	-7
Cc1nc(CCNC(=O)CC2C(=O)NCCN2Cc2ccccc2)nc2c1CCC2 (stereo not given)
    -3%	-6%	0.7	u	3%	-20%	1	-0.7	-2
Fc1nc(F)c(F)c(NCCCNc2c(F)c(F)nc(F)c2F)c1F
    -6%	-11%	-1.8	-11%	-9%	4%	-9	1.3	6
CN(C(=O)COC(=O)/C=C/c1ccc2ccccc2n1)C1CCS(=O)(=O)C1 (stereo not given)
    -4%	4%	-0.1	13%[57.1 µM]	4%	-6%	0	0.8	-3
CC(C)C(c1nnnn1Cc1ccccc1)N1CCN(Cc2ccc3c(c2)OCO3)CC1 (stereo not given)
    0%	3%[57.1 µM]	-0.8	4%[57.1 µM]	-5%	-6%	1	0.5	-3

2 compounds from above, reduced to Pin1 inhibitor, USP1-UAF1 inh and TRHR PAM.
Compound	Pin1 inhibitor	USP1-UAF1 inh	TRHR PAM
COc1ccc(Sc2ccc(/C=C3\C(=O)NN(c4ccccc4)C3=O)o2)cc1	u	u	-5
COc1ccc(C(=O)NNC(=O)C(=O)NC(C)c2ccccc2)cc1OC (stereo not given)	3%	-21%	-5

By substructure: those above with a carbonyl joined to an NH by a bond outside any ring (3)
Below each SMILES – USP1-UAF1 inh	TrxR1 substrate	TRHR agonist	rTrxR1 inhibitor	IDH1 R132H inh	Pin1 inhibitor	D2 antag	D2 agonist	TRHR PAM
Cc1cc(C)nc(NS(=O)(=O)c2ccc(NC(=O)c3cc4c(=O)n5cccc(C)c5nc4n3C)cc2)n1
    -20%	27%	0.5	3%	5%	-15%	-8	0.1	0
COc1ccc(C(=O)NNC(=O)C(=O)NC(C)c2ccccc2)cc1OC (stereo not given)
    -21%	4%	-0.1	22%	-1%	3%	-15	-0.1	-5
Cc1nc(CCNC(=O)CC2C(=O)NCCN2Cc2ccccc2)nc2c1CCC2 (stereo not given)
    -3%	-6%	0.7	u	3%	-20%	1	-0.7	-2

(next part)
Below each SMILES – USP1-UAF1 inh	TrxR1 substrate	TRHR agonist	rTrxR1 inhibitor	IDH1 R132H inh	Pin1 inhibitor	D2 antag	D2 agonist	TRHR PAM
Cn1c(SCc2ccccc2C#N)nc2ccccc2c1=O
    -23%	3%[57.1 µM]	-0.3	5%[57.1 µM]	-6%	36%[activator]	20	0.5	-10
CCOc1cc(C(=O)Nc2cc(OC)cc(OC)c2)ccc1OCC(=O)N1CCOCC1
    -19%	-2%	0.7	-1%	11%	2%	-20	-0.2	-5
CC1CN(S(=O)(=O)c2ccc(C(=O)Nc3ccc(S(=O)(=O)Nc4nccs4)cc3)cc2)CC(C)O1 (stereo not given)
    -18%	-1%	-0.7	4%	1%	1%	-17	0.2	3
CCc1ccccc1OCCSc1nnc(-c2cc(OC)c(OC)c(OC)c2)o1
    -18%	-6%	0.1	-7%	0%	21%	x	-0.7	1
Cc1ccc2c(=O)c(C(=O)c3ccccc3)cn(CC(=O)NCc3ccccc3)c2n1
    -19%	3%	0.7	25%	5%	u	x	0.1	-7
O=C(O)C1Nc2c(cccc2C(F)(F)F)C2C=CCC12 (stereo not given)
    x	x	1.7	x	x	x	-11	-0.1	16
COC(=O)c1cccc(C(=O)N2CCCC(CCC(=O)N(C)CCc3ccccn3)C2)c1 (stereo not given)
    -27%	5%	-1.0	27%	-8%	-5%	3	-0.6	-3
CSc1ccc(CNc2nnnn2C)cc1
    -5%	9%	0.1	21%	2%	0%	-10	-0.9	0
COc1ccc(C(NCC(=O)NC(C)c2ccc(Cl)cc2)c2ccccc2)cc1 (stereo not given)
    -1%	-4%	1.1	5%	3%	-3%	-8	0.7	-5
CCOC(=O)CSC(=S)NC(=O)c1ccc(OC)cc1
    -11%	-2%	0.0	22µM*	-2%	-3%	-4	-0.2	-9
O=C1C(SC(F)(F)C(F)F)=C(C(F)(F)F)OC2C3C=CC(C3)C12 (stereo not given)
    -13%	8%[57.1 µM]	x	8%	0%	8%	x	x	x
Cc1ccc(-c2csc(NC(=O)CSc3nc4ccccc4c(=O)n3CCCN(C)C)n2)cc1
    -16%	1%[57.1 µM]	-0.5	10%[57.1 µM]	-1%	9%	4	0.3	-7
Cc1cccc2c1-c1sc(C(=O)N3CCN(c4ccccc4)CC3)cc1CO2
    -27%	9%	0.3	5%	14%	17%	x	0.1	18
O=C(Nc1ccc(F)c(F)c1)c1cc(S(=O)(=O)N2CCc3ccccc32)ccc1F
    -12%	-9%[57.1 µM]	0.7	5%[57.1 µM]	-13%	6%	x	0.1	-2
Nc1cccc2[nH]c(C(F)(F)F)nc12
    -15%	13%[57.1 µM]	0.2	35%[57.1 µM]	8%	-9%	10	0.6	0
CSc1sc(-c2nnc(SCC(=O)Nc3ccc(Cl)cc3)n2C)c2c1C=CCC2
    -15%	10%	0.5	30%	-5%	16%	-15	-0.3	1
CCOC(=O)c1ccc(NC(=O)CCOc2ccc(C)cc2)cc1
    -12%	-5%	-0.2	14%	2%	-3%	-11	-3.9	4
Cc1ccccc1S(=O)(=O)Cc1ccc(C(=O)N2CCN(c3cccc(Cl)c3)CC2)o1
    6%	-7%	0.3	7%	-15%	20%	x	-0.5	-10
Nn1cc(-c2ccccc2)nc1SCC(=O)NCCN1C(=O)CSC1=O
    -15%	0%	0.3	3%	-2%	5%	-15	-0.1	0
COc1cc(OC)cc(C(=O)NCCSc2c[nH]c3ccccc23)c1
    -20%	-1%	0.2	12%	0%	0%	0	-0.1	-3

The closing five compounds of the section above come first, to join the parts:
Below each SMILES – USP1-UAF1 inh	TrxR1 substrate	TRHR agonist	rTrxR1 inhibitor	IDH1 R132H inh	Pin1 inhibitor	D2 antag	D2 agonist	TRHR PAM
CSc1sc(-c2nnc(SCC(=O)Nc3ccc(Cl)cc3)n2C)c2c1C=CCC2
    -15%	10%	0.5	30%	-5%	16%	-15	-0.3	1
CCOC(=O)c1ccc(NC(=O)CCOc2ccc(C)cc2)cc1
    -12%	-5%	-0.2	14%	2%	-3%	-11	-3.9	4
Cc1ccccc1S(=O)(=O)Cc1ccc(C(=O)N2CCN(c3cccc(Cl)c3)CC2)o1
    6%	-7%	0.3	7%	-15%	20%	x	-0.5	-10
Nn1cc(-c2ccccc2)nc1SCC(=O)NCCN1C(=O)CSC1=O
    -15%	0%	0.3	3%	-2%	5%	-15	-0.1	0
COc1cc(OC)cc(C(=O)NCCSc2c[nH]c3ccccc23)c1
    -20%	-1%	0.2	12%	0%	0%	0	-0.1	-3
Cc1ccc2nc(NC(=O)CN(C)S(=O)(=O)c3ccc(Br)s3)sc2c1
    -10%	4%[57.1 µM]	1.2	12%[57.1 µM]	4%	6%	14	1.0	5
CCOC(=O)C1(Cc2ccc(Cl)cc2)CCN(C(=O)c2cc(C)nc(C)n2)CC1
    -3%	5%[57.1 µM]	0.3	7%[57.1 µM]	-8%	-10%	-3	0.7	-5
COc1ccc(NC(=O)c2ccc3c(c2)CCN3S(=O)(=O)c2ccccc2)c(OC)c1
    -13%	-1%	0.2	29%	-9%	7%	6	0.4	0
Cc1ccc(NC(=O)c2ccc(-n3cccn3)c([N+](=O)[O-])c2)cc1
    -4%	-4%	-0.5	-28%	19%	-9%	-8	-0.5	14
Cc1ccc(C(O)P(=O)(OCCC(C)C)c2ccc(N(C)C)cc2)cc1 (stereo not given)
    -12%	0%	0.5	-1%	6%	0%	-11	1.2	6
CCN(CC)C(=O)C1c2ccccc2Oc2ccccc21
    -18%	-2%	2.6	7%	-4%	10%	7	1.5	46*
CCN(CC)C(=O)Cn1c(=O)n(C)c2ccccc21
    1%	-6%	-0.1	-6%	-5%	-2%	4	0.4	-1
Cc1cccc(NC(=O)CN2CCOCC2)c1C
    -1%	-2%	0.0	16%	1%	1%	-2	-2.1	2
Nc1nc(COc2ccc(F)cc2Cl)nc(N2CCCCC2)n1
    -20%	-14%	-0.8	-20%	-2%	0%	11	-1.0	-4
CC(=O)N(Nc1ccccc1)c1ccccc1
    -18%	7%[57.1 µM]	0.4	6%[57.1 µM]	2%	-1%	7	0.4	0
COc1ccc(/C=C/C(=O)OCC(=O)Nc2ccc3c(c2)OCO3)cc1
    -9%	2%	1.1	14%	-14%	-2%	10	0.1	-3
CCCCN1C(=S)NC[C@@H]1Cc1ccccc1
    0%	-6%[57.1 µM]	-0.7	1%[57.1 µM]	0%	3%	-8	-0.1	4
CCOc1ccccc1CNC(=O)CSc1nnc(C)c2c(C)n(-c3ccccc3)nc12
    -19%	-4%	-0.6	11%	-7%	12%	x	-1.1	6
COc1ccc(/C=C/C(=O)Nc2cc(-c3nc4ccccc4o3)ccc2OC)cc1
    12%	12%	2.0	4%	x	15%	x	0.6	0
